Assay outcomes from PubChem BioAssay.
LRH-1 inv ag – inverse agonists of human LRH-1 (NR5A2) | O00482 | inhibition, % at 3.6 µM | 360,000 tested, 0.13% active | HEK293T StAR-luciferase reporter, LRH-1 transfected, 24 h;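 active = inhibition above the mean inhibition of all tested compounds plus 3 SD, cut at about 73% in these data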;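 also: 0% = DMSO wells and 100% = reporter-only cells lacking LRH-1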
TLR9-MyD88 inh – TLR9-MyD88 interaction inhibition; 340,000 tested, 0.21% active; AID 504734; CHO BLA complementation TLR9-MyD88, CCF4 FRET ratio; inhibition, % at 4.98 µM;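 active = inhibition above the mean over all tested compounds plus 3 SD, cut at about 21% in these data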;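 also: 0% = DMSO only wells and 100% = clavulanate BLA inhibitor control wells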
SRC3 inh – inhibitors of human steroid receptor coactivator 3 (SRC3). Q9Y6Q9. HEK293 GAL4-SRC3 luciferase reporter, luminescence. inhibition, % at 3.6 µM. 360,000 tested, 0.17% active. AID 588352;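 active = inhibition above a per-campaign cutoff, the mean of all compounds plus 3 SD, cut at about 60% in these data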;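 also: 0% = DMSO-treated cells and 100% = gossypol-treated cells at 36 µM; higher means less SRC3-driven luciferase light from the GAL4 reporter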
MC4R antag cAMP – antagonists of human melanocortin 4 receptor (MC4R). MC4R-expressing cells, MTII-stimulated cAMP, LANCE TR-FRET. inhibition, % at 6.5 µM. 360,000 tested, 0.48% active. AID 540295;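 active = inhibition above its plate's cutoff, the mean of tested wells on that plate plus 3 SD, cut at about 29% in these data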;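 also: 0% = Melanotan II alone and 100% = Melanotan II plus saturating MCL0020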
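Test system: U2OS cells stably expressing human melanocortin 4 receptor (MC4R); also added: Melanotan II challenge; compound: 6.5 µM single dose; timing: 30-min compound preincubation, 1-h Melanotan II challenge, 1-h detection, room temperature; signal: Eu-cAMP/anti-cAMP TR-FRET, emission 671 nm; repeats: one well per compound, no replicates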
LMP1 NFkB inh – Epstein-Barr LMP1 NF-kappaB reporter inhibition; AID 504558; 350,000 tested, 0.69% active; inhibition, % at 12.5 µM; LMP1-induced NF-kappaB luciferase reporter cells, luminescence; in the data active = inhibition above about 41%;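 also: 0% = neutral control wells and 100% = reference inhibitor control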
NOD2-RIPK2 inh – NOD2-RIPK2 protein interaction inhibition; inhibition, % at 4.98 µM; CHO BLA complementation NOD2-RIPK2, CCF4 ratio; O43353; 360,000 tested, 0.38% active; in the data active = inhibition above about 21%;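 also: 0% = vehicle only and 100% = reference blocker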
SRC2 inh – inhibits human steroid receptor coactivator 2; Q15596; HEK293 GAL4-SRC2 luciferase reporter, luminescence; inhibition, % at 9 µM; 370,000 tested, 0.17% active; AID 651957;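 active = inhibition above the mean inhibition of all tested compounds plus 3 SD, set per campaign, cut at about 52% in these data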;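 also: 0% = DMSO treated cells and 100% = cells given Gossypol at 36 µM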
Target sequence (Q15596 whole entry, looked up, the tested form may be a part): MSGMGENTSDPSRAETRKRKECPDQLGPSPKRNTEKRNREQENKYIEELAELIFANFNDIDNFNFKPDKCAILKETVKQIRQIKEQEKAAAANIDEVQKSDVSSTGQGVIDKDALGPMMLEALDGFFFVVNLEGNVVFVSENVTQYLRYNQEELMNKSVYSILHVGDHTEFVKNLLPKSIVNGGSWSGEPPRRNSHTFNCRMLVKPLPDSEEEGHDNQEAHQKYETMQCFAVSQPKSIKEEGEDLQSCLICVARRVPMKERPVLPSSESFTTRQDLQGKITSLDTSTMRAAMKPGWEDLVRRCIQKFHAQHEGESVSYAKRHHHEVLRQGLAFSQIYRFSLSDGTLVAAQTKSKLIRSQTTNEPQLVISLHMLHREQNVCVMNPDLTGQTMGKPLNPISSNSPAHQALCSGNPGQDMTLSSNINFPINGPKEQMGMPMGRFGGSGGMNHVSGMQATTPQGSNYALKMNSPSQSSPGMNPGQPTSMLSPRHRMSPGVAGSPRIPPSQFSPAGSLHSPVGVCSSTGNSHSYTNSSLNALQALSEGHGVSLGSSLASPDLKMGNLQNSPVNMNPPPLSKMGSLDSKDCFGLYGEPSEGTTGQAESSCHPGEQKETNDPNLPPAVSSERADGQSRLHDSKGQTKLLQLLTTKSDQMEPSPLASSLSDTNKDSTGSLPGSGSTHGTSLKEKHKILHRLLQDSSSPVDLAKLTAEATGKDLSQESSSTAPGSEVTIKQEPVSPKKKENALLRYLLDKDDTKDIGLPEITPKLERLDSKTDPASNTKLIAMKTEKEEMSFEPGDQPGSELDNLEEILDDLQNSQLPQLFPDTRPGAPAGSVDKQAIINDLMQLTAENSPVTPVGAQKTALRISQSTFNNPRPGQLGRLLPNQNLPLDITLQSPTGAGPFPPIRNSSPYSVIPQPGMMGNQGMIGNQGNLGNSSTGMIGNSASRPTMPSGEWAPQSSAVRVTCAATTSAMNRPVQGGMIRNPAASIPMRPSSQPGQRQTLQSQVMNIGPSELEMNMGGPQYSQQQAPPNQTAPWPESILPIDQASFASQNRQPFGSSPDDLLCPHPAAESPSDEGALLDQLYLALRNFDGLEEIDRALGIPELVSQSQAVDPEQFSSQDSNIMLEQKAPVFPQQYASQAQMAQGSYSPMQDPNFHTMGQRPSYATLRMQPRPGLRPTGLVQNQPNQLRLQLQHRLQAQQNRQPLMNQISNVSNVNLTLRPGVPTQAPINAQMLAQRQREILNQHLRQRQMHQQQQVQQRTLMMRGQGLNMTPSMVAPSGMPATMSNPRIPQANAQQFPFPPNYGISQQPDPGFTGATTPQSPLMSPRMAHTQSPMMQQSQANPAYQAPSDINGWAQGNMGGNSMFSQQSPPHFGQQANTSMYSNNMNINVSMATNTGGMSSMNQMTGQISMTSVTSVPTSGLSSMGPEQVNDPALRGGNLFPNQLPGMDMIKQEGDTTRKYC
ABHD5-PLIN5 inh – inhibitors of human ABHD5-perilipin-5 interaction; Q00G26+Q8WTS1; Split G. princeps luciferase complementation, luminescence, 4 h; inhibition, % at 4 µM; 360,000 tested, 0.78% active; AID 602281;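 active = inhibition above the mean inhibition across every tested compound plus 3 SD, cut at about 22% in these data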;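 also: 0% = DMSO only wells and the 100% control is not disclosed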
NR2F2 inh – NR2F2 (human) inhibition, primary screen; inhibition, % at 8.6 µM; P24468; 370,000 tested, 0.7% active; AID 686940; HEK293T NGFI-A luciferase reporter, luminescence;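 active = inhibition above a per-plate cutoff, mean inhibition of test wells between control levels plus 3 SD, cut at about 38% in these data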;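 also: cells cotransfected with COUP-TFII expression vector driving the NGFI-A reporter; 0% = median of COUP-TF2 test wells and 100% = reporter-only cells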
SRC1 inh – human NCOA1 inhibition; inhibition, % at 3.6 µM; HEK293 GAL4-SRC1 luciferase reporter, luminescence; 360,000 tested, 0.12% active; AID 588354;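 active = inhibition above the campaign mean plus 3 SD, with each screening campaign given its own cutoff, cut at about 60% in these data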;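 also: 0% = DMSO treated cells and 100% = gossypol at 36 µM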
MC4R barr agon – activates human MC4R beta-arrestin recruitment; U2OS MC4R beta-arrestin complementation, luminescence; percent of melanotan II response, DMSO zero; activation, % at 8.9 µM; 360,000 tested, 0.98% active;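 active = activation above a per-plate cutoff, the mean activation of sample wells on that plate plus 3 SD, cut at about 8% in these data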
* hit, by the source's call; . = not tested or not shown.

SMILES | LRH-1 inv ag | TLR9-MyD88 inh | SRC3 inh | MC4R antag cAMP | LMP1 NFkB inh | NOD2-RIPK2 inh | SRC2 inh | ABHD5-PLIN5 inh | NR2F2 inh | SRC1 inh | MC4R barr agon
COc1ccc(NS(=O)(=O)c2cccc3cccnc23)cc1 | -5 | 0 | 8 | 5 | -3 | -15 | 22 | 0 | 7 | 10 | -0.1
CCN(c1ccccc1)S(=O)(=O)c1ccc(Cl)c(C(=O)NCC2CCCO2)c1 (configuration not stated) | 8 | -3 | 20 | 2 | -13 | -6 | 8 | 2 | 2 | 8 | -2.2
O=c1oc2cc(Br)ccc2n1CSC1=NCCS1 | 12 | -2 | 3 | 5 | -10 | -6 | 8 | 0 | -15 | -17 | -1.5
CS(=O)(=O)N(CC(=O)N1CCCC1)c1cc(Cl)c(Cl)cc1Cl | 7 | -10 | 2 | -1 | 2 | -7 | . | 0 | . | 17 | -1.2
CCOC(=O)C1CCCn2c1nc1sc3c(c1c2=O)CCCC3 (configuration not stated) | 2 | 4 | 10 | 11 | -9 | -3 | -14 | -4 | 2 | -8 | 0.0
Cc1ccc(C(=O)Nc2ccc(N3CCCCC3)cc2)cc1 | -135 | 8 | -106 | 4 | -28 | -16 | -63 | 4 | -33 | -127 | 5.1
CC(=O)NCCc1nc2cc(NC(=O)c3cccc([N+](=O)[O-])c3)ccc2n1C | -6 | -1 | -54 | 26 | -2 | 1 | . | 0 | . | -51 | -0.6
Cc1ccc(S(=O)(=O)CCC(=O)OCC(=O)NCCc2ccc(S(N)(=O)=O)cc2)cc1 | 8 | 0 | -6 | 14 | -3 | -3 | -12 | 0 | -11 | 2 | -2.4
OC(CNCc1ccccc1Cl)C(F)(F)F (configuration not stated) | 4 | 10 | 15 | 1 | 1 | 3 | -2 | 5 | 23 | -1 | -3.1
CCCCSCc1nc2ccccn2c1Br | -3 | 3 | 4 | 20 | -11 | -3 | -24 | -1 | -17 | -35 | -4.0
Cc1ccc(/C=N\NC(=O)/C(=C\Nc2nccc(C)n2)NC(=O)c2ccccc2)cc1 | -8 | -5 | -14 | 17 | 15 | -7 | 9 | 5 | 9 | 1 | -1.8
CCN(CC)c1ccc(NC(=O)c2ccco2)c(C)c1 | -40 | 1 | -34 | -6 | -12 | -1 | -24 | -5 | -13 | -29 | 0.7
CN1CCn2c1nc(N1CCOCC1)nc2=O | -11 | -1 | -3 | 12 | -6 | 3 | -1 | -4 | 10 | -5 | -2.4
O=C(N/N=C/c1cccc([N+](=O)[O-])c1)c1ccc(Br)cc1 | -12 | 5 | -10 | -3 | -2 | -5 | -2 | -2 | -16 | -18 | 0.3
Cc1ccc(CSc2nnc(-c3ccccn3)n2C)cc1 | -8 | 0 | -12 | -8 | -6 | -2 | -1 | 2 | -15 | -21 | -1.6
CC(=O)N1CCN(c2cc(N3CCCC3)c(F)cc2[N+](=O)[O-])CC1 | 56 | -2 | 5 | -4 | 9 | -1 | 14 | 3 | 9 | 7 | 0.1
COc1cccc(C=Cc2nccc3ccccc23)c1OC | -83 | 0 | -81 | 1 | -31 | 4 | -68 | 5 | -23 | -88 | 0.0
c1ccc2c(c1)Cn1c-2nc2ccccc21 | -162 | 3 | -80 | -1 | 0 | -5 | -36 | 3 | -49 | -81 | -0.9
Cc1ccccc1NC1=NC(C)(C)N=C(N)N1 | -4 | 0 | 2 | 0 | -8 | -8 | 4 | -2 | 18 | -22 | -0.9
O=C(O)c1ccc(N/N=C/C=C/c2ccc([N+](=O)[O-])o2)cc1 | 25 | -5 | 11 | -22 | 0 | 13 | -12 | 6 | -13 | -18 | -3.0
NC(=O)CN1C(=O)C(=O)N(Cc2ccccc2Cl)C1=O | 1 | -8 | 8 | 5 | 6 | 4 | 2 | 0 | 1 | -12 | -1.8
O=C(c1[nH]c(C(F)(F)F)nc1-c1ccccc1)N1CCOCC1 | 22 | . | 21 | . | . | -3 | -16 | 3 | 7 | 3 | .
COCC(C)NC(=O)/C(=C/c1ccccc1)c1ccccc1 (configuration not stated) | 5 | 2 | 7 | -4 | 16 | -8 | 18 | -5 | -2 | 2 | -1.3
Cc1ccc(Cn2c(N)nc3ccccc32)cc1 | 3 | 4 | 9 | 8 | 10 | -10 | 0 | 5 | 6 | 9 | 1.0
Cc1ccc(C2=NS(=O)(=O)N(C)C(C(=O)NCc3ccco3)=C2)cc1 | 1 | -6 | -7 | 8 | 0 | -6 | -10 | 3 | 4 | -4 | 0.1
COc1ccc(S(=O)(=O)Nc2ccc(NC(C)=O)cc2)cc1OC | 11 | -6 | -3 | -4 | 3 | -9 | 5 | -7 | -14 | -8 | 2.6
CN(C)c1nc2c(cnn2C)c(=O)[nH]1 | 1 | 4 | -17 | 9 | 5 | 2 | 2 | -2 | 9 | -11 | 1.1
O=C1NCC(Nc2ccc(Br)cc2)C(=O)N1 (configuration not stated) | -11 | -6 | 14 | 2 | 10 | -4 | 0 | 5 | 6 | -14 | 0.2
CCC[N+](CC#Cc1ccccc1)(CCC)CC(=O)OCC | 11 | -3 | 10 | 1 | 0 | 3 | -4 | 0 | -10 | 6 | -1.1
O=C(CSc1nc2[nH]ncc2c(=O)[nH]1)Nc1ccc(OC(F)(F)F)cc1 | -2 | 10 | 24 | 0 | -2 | -4 | 7 | 12 | 11 | -43 | 1.0
Cc1c(C(=O)NCc2cccc(C(F)(F)F)c2)sc(=O)n1Cc1cccc(F)c1 | -4 | . | 4 | 2 | . | 1 | -17 | -18 | 1 | -6 | 1.4
COC1=CC(=O)C(O)=C(CCCCCCC/C=C/CCCCCCCC2=C(O)C(=O)C=C(OC)C2=O)C1=O | -7 | 4 | 8 | 0 | 10 | -5 | . | -1 | . | -12 | 0.6
Cn1ccsc1=NC(=O)c1ccc(S(C)(=O)=O)cc1 | -18 | 1 | -29 | 0 | 1 | -8 | -37 | 0 | 2 | -4 | -1.9
O=S(=O)(Nc1cccc(Oc2cnccn2)c1)c1ccc(F)cc1 | -4 | -8 | 4 | 10 | 1 | -10 | -3 | 0 | 5 | -7 | 0.5
CC(C)C[C@@H](C(=O)O)N(Cc1cccc(CN([C@@H](CC(C)C)C(=O)O)S(C)(=O)=O)c1)S(C)(=O)=O | -1 | -10 | 12 | 15 | 5 | 8 | -32 | -4 | 1 | 2 | 2.1
O=C(/C=C/c1cccc([N+](=O)[O-])c1)Nc1cccc(NC(=O)c2ccco2)c1 | -1 | -5 | 19 | 2 | 12 | 1 | -16 | 12 | -5 | 16 | 3.4
CC(NC(=O)c1ccc(Br)o1)C1CC2CCC1C2 (configuration not stated) | 29 | 3 | 18 | -3 | 2 | -2 | -22 | 6 | -4 | -9 | 0.0
O=C(COC(=O)c1cncc(Br)c1)NCc1ccc2c(c1)OCO2 | 7 | -25 | -2 | 20 | -1 | 3 | -8 | 4 | 4 | 1 | -1.1
CC(=O)C[C@@H](O)CC(=O)[C@H]1OC(=O)CC/C=C\Cc2ccccc21 | -14 | -9 | -8 | 13 | -12 | -3 | -4 | 0 | 6 | 2 | -1.3
COc1ccccc1C(=O)C1CCCN(C(=O)CCc2ccccn2)C1 (configuration not stated) | 30 | -6 | 10 | 0 | -4 | 2 | -4 | -5 | -1 | 10 | -3.3
CC(C)[C@H](NC(N)=O)C(=O)NCCc1ccc(Cl)cc1Cl | 15 | 2 | -9 | 1 | -3 | -4 | 4 | -7 | 7 | 7 | -0.4
O=C(NCc1ccco1)c1cc(S(=O)(=O)N2CCOCC2)ccc1Br | -10 | 5 | 0 | 6 | -4 | 6 | 22 | -2 | -7 | -31 | -3.0
O=C(Nc1ccc(NC(=O)N2CCN(c3ccccc3O)CC2)cc1)N1CCN(c2ccccc2O)CC1 | 4 | 3 | 7 | -4 | -1 | -5 | 3 | 1 | -17 | -7 | 0.6
COc1ccc2c(c1OC)C(=O)N1N=C(c3ccc(Br)cc3)CC21 (configuration not stated) | 3 | -16 | 13 | 4 | -6 | -2 | . | -1 | . | 11 | -3.0
COC(=O)C(CC(=O)c1cccc(OC)c1)c1ccc(F)cc1 (configuration not stated) | -9 | -11 | -19 | 7 | -2 | -11 | -20 | 0 | 1 | -3 | 0.6
C=CCNC(=O)c1ccc(Cn2cc(C(F)(F)F)ccc2=O)cc1 | -24 | -2 | -3 | 14 | 2 | -14 | 7 | 3 | -2 | -5 | -0.6
CN1CCCC(OC(=O)c2cccc(S(=O)(=O)N3CCCCCC3)c2)C1 (configuration not stated) | 4 | 3 | -7 | 20 | -1 | 5 | -3 | -1 | -10 | 2 | -1.3
CCOc1ncccc1C(=O)Nc1cc(S(=O)(=O)N2CCCCCC2)ccc1OC | -2 | 5 | -2 | 3 | -10 | 5 | 13 | 6 | 10 | -7 | 0.4
O=C(c1cc([N+](=O)[O-])ccc1Cl)N1CCN(Cc2ccc3c(c2)OCO3)CC1 | 14 | 0 | 9 | -1 | 18 | 3 | -7 | 0 | 17 | -4 | -0.7
CCN(CC)CCn1c2c(c(SCC(=O)Nc3ccc(C)c(F)c3)nc1=O)CCC2 | 5 | -19 | -9 | 2 | 6 | 3 | -7 | 0 | 10 | 6 | -0.5

More structures.
SMILES | LRH-1 inv ag | TLR9-MyD88 inh | SRC3 inh | MC4R antag cAMP | LMP1 NFkB inh | NOD2-RIPK2 inh | SRC2 inh | ABHD5-PLIN5 inh | NR2F2 inh | SRC1 inh | MC4R barr agon
COc1ccc(CNCC(O)COCc2cccs2)cc1 (configuration not stated) | -3 | -10 | 0 | 5 | 11 | -4 | 3 | -1 | -5 | 1 | 1.4
Cc1cn(COC/C=C/c2ccccc2)c(=O)[nH]c1=O | -12 | 4 | -16 | 28 | -3 | -11 | 21 | -4 | -3 | 10 | -1.4
O=C(NCCN1CCN(c2ccccc2)CC1)C1CCN(S(=O)(=O)c2cccc3nonc23)CC1 | -14 | 1 | -10 | 5 | 4 | -8 | 0 | -17 | 12 | -2 | -0.4
COC(=O)C1=C(C)NC(=S)NC1c1ccc(-c2cc(Cl)ccc2Cl)o1 (configuration not stated) | -8 | 4 | 7 | 11 | 9 | 4 | 14 | 5 | -1 | -1 | 6.6
CCCOc1c(Br)cc(C2C3=C(CCCC3=O)N(C)C3=C2C(=O)CCC3)cc1OC | 14 | 2 | 13 | -2 | 9 | -1 | 11 | 5 | 4 | -5 | -2.3
Cc1cc(C)c2c(n1)sc1c(O)cc(=O)[nH]c12 | 19 | 1 | -6 | 5 | -4 | -3 | -10 | -4 | 2 | 7 | 0.7

These rows are one share of the data. The share of hits here may be higher or lower than overall.
